Screening results (PubChem)
aSyn rescue: rescues yeast growth from alpha-synuclein toxicity. 0.14% of 370,000 active. AID 652106. Potency, µM (highest dose often 46.1 µM), inactives show top-dose growth rescue (activation), most hits filed as activators. Yeast expressing alpha-synuclein, growth rescue, BacTiter-Glo, 24 h; note: potency is the fitted concentration of half-maximal effect; % of control where 0% means no effect; nearly all actives have a fitted effect of over 65% in size
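Readout is rescue of growth in alpha-synuclein-expressing yeast, so inhibitors of toxicity appear as activators. Growth after 24 hr at 30 deg C in galactose medium is quantified by luminescence.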
PTHR1 ag: agonists of human PTHR1 parathyroid hormone receptor | Potency, µM (doses to about 115 µM), inactives show at the top dose activation, actives largely listed as activators | HEK293 GP2 PTHR1 cells, GloSensor cAMP luminescence, 1 h | Q03431 | 0.075% of 410,000 active | AID 743266; note: potency is the fitted concentration of half-maximal effect; nearly all actives have a fitted effect of over 55% in size; some results filed as inactive show a strong effect at the top dose; inactives centre near -15; many of its hits are not listed in these tables
Target sequence (Q03431 whole entry, looked up): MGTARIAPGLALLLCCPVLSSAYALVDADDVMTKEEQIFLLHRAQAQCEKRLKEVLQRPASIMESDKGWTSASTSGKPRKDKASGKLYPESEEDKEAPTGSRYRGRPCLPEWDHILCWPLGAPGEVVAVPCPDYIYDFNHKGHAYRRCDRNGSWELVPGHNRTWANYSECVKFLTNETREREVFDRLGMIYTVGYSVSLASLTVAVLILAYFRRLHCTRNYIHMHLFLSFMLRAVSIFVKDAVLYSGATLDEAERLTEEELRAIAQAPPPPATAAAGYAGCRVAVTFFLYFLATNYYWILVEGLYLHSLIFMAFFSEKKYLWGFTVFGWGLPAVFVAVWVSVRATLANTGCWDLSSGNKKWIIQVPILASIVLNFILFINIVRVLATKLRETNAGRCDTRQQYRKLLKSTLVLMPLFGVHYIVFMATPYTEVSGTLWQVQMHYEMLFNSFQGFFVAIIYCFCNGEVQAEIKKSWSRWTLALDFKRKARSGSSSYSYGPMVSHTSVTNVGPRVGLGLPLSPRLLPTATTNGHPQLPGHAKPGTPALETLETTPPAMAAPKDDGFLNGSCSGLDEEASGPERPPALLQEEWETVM
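HEK-293-derived GP2 cells expressing PTHR1 and a GloSensor cAMP reporter, 3,000/well, plated overnight, given luciferin plus IBMX (each 0.5 mM as added) for 1 h at 37 °C, then compound for 1 h at 37 °C. Luminescence was read after 15 min at room temperature.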
TDP-43 yeast inh: TDP-43 toxicity inhibition in yeast. TDP-43 expressing yeast growth rescue, BacTiter-Glo, 24 h. Potency, µM (highest dose often 46.1 µM), inactives show top-dose growth rescue (activation), most hits filed as activators. 1.8% of 410,000 active; note: potency is the fitted concentration of half-maximal effect; % of control where 0% means no effect; nearly all actives have a fitted effect of over 50% in size
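Yeast cells expressing TDP-43 under galactose induction are exposed to compounds for 24 hr at 30 deg C. BacTiter-Glo luminescence measures growth, so protective compounds score as activators.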
D3 antag: antagonists of human D3 dopamine receptor. P35462. D3R cells, DiscoveRx beta-arrestin luminescence, antagonist mode; hits give low values. max response, negative = inhibition, %. 2.5% of 360,000 active. AID 652054; in the data active = max response below about -50%; inconclusive = no clear call, values can overlap the other calls; note: % is set by controls: 0 for no effect and ±100 for the full control effect; mostly tested at two doses, the higher about 12 µM
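Cells plated overnight at 1500 cells/well, then exposed to library compounds with dopamine controls for 90 minutes at 37 degrees C. DiscoveRx reagent added for 30–60 minutes at room temperature; luminescence read, quantitative HTS format.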
GLP-1R inv ag: GLP-1 receptor (human) inverse agonism; P43220; HEK293 GLP-1R CRE-luciferase, luminescence, 24 h; GLP-1R form is constitutively active; Potency, µM (series often up to 38.3 µM), for inactives: top-dose activity change, negative = inhibition, hits mostly inhibitors; 1.6% of 410,000 active; AID 624417; note: potency is the fitted concentration of half-maximal effect; % is set by controls: 0 for no effect and ±100 for the full control effect; nearly all actives have a fitted effect of over 55% in size
Target sequence (P43220 whole entry, looked up): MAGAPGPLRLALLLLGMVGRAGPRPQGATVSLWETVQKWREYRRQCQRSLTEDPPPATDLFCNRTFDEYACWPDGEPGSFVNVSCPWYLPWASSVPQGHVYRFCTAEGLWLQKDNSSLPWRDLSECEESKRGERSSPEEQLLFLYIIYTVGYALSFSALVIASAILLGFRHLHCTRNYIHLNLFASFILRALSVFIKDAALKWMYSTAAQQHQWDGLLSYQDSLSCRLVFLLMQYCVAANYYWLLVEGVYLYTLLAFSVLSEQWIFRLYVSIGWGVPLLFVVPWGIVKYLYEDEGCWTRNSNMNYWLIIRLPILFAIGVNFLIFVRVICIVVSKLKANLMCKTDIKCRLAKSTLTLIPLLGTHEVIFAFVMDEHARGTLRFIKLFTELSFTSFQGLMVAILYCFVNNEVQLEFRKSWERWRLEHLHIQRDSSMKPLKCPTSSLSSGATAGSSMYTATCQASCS
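Cells are plated, allowed 12 hours at 37 deg C, then treated with compounds for 24 hr before luciferase detection reagent is added and luminescence is read after 12 min at room temperature. The HEK293 line carries constitutively active GLP-1R with a cAMP-responsive reporter.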
DRD3 agonist: D3 dopamine receptor (human) agonism | D3R DiscoveRx beta-arrestin cells, luminescence, 90 min | 0.58% of 410,000 active | max activation, % | P35462; in the data active = max activation above about 30%; note: 0% is about no effect; mostly tested at two doses, the higher about 12 µM
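Agonist mode: compounds and dopamine controls were applied to plated cells for 90 min at 37 degrees C after an overnight attachment at 1500 cells/well. Luminescent read-out followed 30 - 60 minutes at room temperature with DiscoveRx detection reagent.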
GLP1R ag: activates the human GLP-1 receptor; P43220; HEK293 GLP-1R CRE-luciferase, luminescence, 4-6 h; cells express a hypersensitive GLP-1R form; Potency, µM (series often up to 45.6 µM), inactives show at the top dose activation, most hits filed as activators; 0.007% of 380,000 active; AID 624172; note: potency is the fitted concentration of half-maximal effect; % of control where 0% means no effect
KB-V1 MDR tox: kills drug-selected multidrug resistant KB-V1 cells. Potency, µM (doses to about 46.1 µM), without a hit: top-dose activity change, negative = cytotoxicity, most hits filed as cytotoxic. KB-V1 MDR cells viability, CellTiter-Glo, 72 h. 3.4% of 400,000 active; note: potency is the fitted concentration of half-maximal effect; % is set by controls: 0 for no effect and ±100 for the full control effect; nearly all actives have a fitted effect of over 60% in size
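qHTS viability screen in drug-selected KB-V1 MDR cells: 72 h compound treatment at 37 degrees C, ATP luminescence end point.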
GLP1R cytotox: cytotoxic in the GLP-1 receptor inverse agonist counter-screen | HEK293 cAMP-luciferase reporter cells, luminescence, 24 h | 0.13% of 410,000 active | Potency, µM (series often up to 38.3 µM), without a hit: at the top dose activity change, negative = inhibition, actives largely listed as inhibitors | AID 624418;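 note: loss of luciferase light is scored as toxicity; potency is the fitted concentration of half-maximal effect; % is set by controls: 0 for no effect and ±100 for the full control effect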
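Here, cytotoxicity is scored as loss of luminescence. The MLSMR collection was tested on cells seeded in medium containing 10% Nu serum, with a 24 hr compound exposure preceded by 12 hours of culture.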
Starred values were filed as active, the others as inactive; i = inactive; ? = inconclusive; · = no result given; & = joins results of further samples; [ ] = dose if it differs, or a comment. Unless noted, calls come from the whole dose curve; as a rule, active = well fitted curve in the direction sought with a large enough effect; inconclusive = small, poorly fitted or top-dose-only effect, or another doubt; inactive = no such curve, though single readings can be large; an effect the other way counts as inactive or inconclusive. An excerpt; count on the stated rates, not on these rows.

smiles | aSyn rescue | PTHR1 ag | TDP-43 yeast inh | D3 antag | GLP-1R inv ag | DRD3 agonist | GLP1R ag | KB-V1 MDR tox | GLP1R cytotox
CN(C)CCCNc1cc(-c2ccccc2)nc2cc(-c3cccc(F)c3)nn12 | -9% | 2% | 10% | -11 | 3.5µM* | -2 | -3% | ? | ?
CN1CCN(C(=O)c2ccc(-c3ccc(Br)cc3)o2)CC1 | -5% | -62%[inhibitor] | 10% | ? | ? | -22 | 4% | ? | 4%
CC(=O)c1ccc(N2CCN(S(=O)(=O)c3ccc(-c4cnc(C5CC5)o4)cc3)CC2)cc1 | -3% | -14% | 10%&9% | 17 | 14%&6% | 3&-9 | 2% | ? | -8%&6%
CCOC(=O)c1ccc(Nc2ccc(-c3ccc(OC)c(OC)c3)nn2)cc1 | 8% | -39% | -2% | 29 | 0% | 1 | 13% | -19% | 5%
O=C(NC(=S)Nc1ccccc1)C1CCCCC1 | 9% | -17% | 20% | -7 | -10% | 4 | 1% | -15% | -44%
COc1ccc(/C(N)=N/OC(=O)Cc2cccs2)cc1 | -20% | i | ? | 47 | -22% | -17 | 14% | 6% | 2%
CCn1c(Cc2ccccc2)nnc1SCC(=O)Nc1nnc(-c2ccccc2)s1 | 6% | i | -18% | 7 | 0% | -1 | 2% | 0% | 6%
O=C(CN1C(=O)COc2ccc(S(=O)(=O)N3CCCCCC3)cc21)NCc1ccc(F)cc1 | 1% | -17%&-63% | 4%&14% | 0 | ? | -4&7 | -2% | 16% | 9%&-2%
CCNC(=O)C1CCCN(C(=O)c2c(-c3ccccc3)noc2C)CC1 (stereo not drawn) | 2% | i | -2% | 6 | 15% | 10 | -1% | 3% | 4%
Brc1ccc2ncnc(Nc3ccc(N4CCOCC4)cc3)c2c1 | 2% | i | 10% | 16 | ? | 2 | -15% | 2.9µM* | ?
CC(=O)Nc1ccc(NC(=O)C2(C)Cc3c(-c4ccc(NC(C)=O)cc4)ccnc3O2)cc1 (stereo not drawn) | 2% | i | 0% | 1 | 17% | 3 | 1% | 5% | 1%
O=C(N/N=C\c1ccc2c(c1)OCO2)c1ccco1 | 2% | i | -12% | 14 | 9% | -18 | -12% | ? | 7%
CCc1ccc(NC(=O)C(=O)N/N=C(\C)CC(=O)Nc2ccccn2)cc1 | 4% | i | 0% | 4 | 13% | 5 | 0% | 4% | 1%
COc1cccc(CN2CCNC(=O)C2CC(=O)N2CCOc3ccccc3C2)c1OC (stereo not drawn) | 3% | -16% | 13% | 4 | -1% | 2 | -2% | 7% | -2%
CCC(=O)Nc1ccc(S(=O)(=O)N2CCN(c3ccc(F)cc3)CC2)cc1 | -7% | -3% | -11% | -12 | 5% | -4 | -2% | ? | 1%
O=C(O)c1ccc(N/N=C/c2ccnc3ccccc23)cc1 | -2% | i | -39%[inhibitor] | -14 | 76%[activator] | 2 | 1% | 22% | -14%
Cc1ccc(Nc2n[nH]c(C)c2[N+](=O)[O-])c(C)c1 | -19% | -5% | ? | -7 | -8% | 5 | 5% | ? | -3%
O=C(OCC(=O)N1CCCCCC1)c1cc(S(=O)(=O)N2CCOCC2)ccc1F | 3% | -44%[inhibitor] | 13% | 36 | -15% | 0 | 2% | ? | 7%
CC(OC(=O)c1ccc([N+](=O)[O-])s1)C(=O)NC1CCCCC1C (stereo not drawn) | 10% | -20% | ? | -15 | 15% | -2 | -2% | -20% | 7%
CCOC(=O)CCn1cc(F)c(=O)n(Cc2ccccc2)c1=O | -5% | i | 18% | 5 | 2% | -4 | 0% | -22% | 6%

Arranged by number of heavy atoms (largest number first): three of the compounds above.
smiles | aSyn rescue | PTHR1 ag | TDP-43 yeast inh | D3 antag | GLP-1R inv ag | DRD3 agonist | GLP1R ag | KB-V1 MDR tox | GLP1R cytotox
COc1cccc(CN2CCNC(=O)C2CC(=O)N2CCOc3ccccc3C2)c1OC (stereo not drawn) | 3% | -16% | 13% | 4 | -1% | 2 | -2% | 7% | -2%
CN(C)CCCNc1cc(-c2ccccc2)nc2cc(-c3cccc(F)c3)nn12 | -9% | 2% | 10% | -11 | 3.5µM* | -2 | -3% | ? | ?
CCc1ccc(NC(=O)C(=O)N/N=C(\C)CC(=O)Nc2ccccn2)cc1 | 4% | i | 0% | 4 | 13% | 5 | 0% | 4% | 1%

The main list resumes, starting 5 compounds before the break.
smiles | aSyn rescue | PTHR1 ag | TDP-43 yeast inh | D3 antag | GLP-1R inv ag | DRD3 agonist | GLP1R ag | KB-V1 MDR tox | GLP1R cytotox
O=C(O)c1ccc(N/N=C/c2ccnc3ccccc23)cc1 | -2% | i | -39%[inhibitor] | -14 | 76%[activator] | 2 | 1% | 22% | -14%
Cc1ccc(Nc2n[nH]c(C)c2[N+](=O)[O-])c(C)c1 | -19% | -5% | ? | -7 | -8% | 5 | 5% | ? | -3%
O=C(OCC(=O)N1CCCCCC1)c1cc(S(=O)(=O)N2CCOCC2)ccc1F | 3% | -44%[inhibitor] | 13% | 36 | -15% | 0 | 2% | ? | 7%
CC(OC(=O)c1ccc([N+](=O)[O-])s1)C(=O)NC1CCCCC1C (stereo not drawn) | 10% | -20% | ? | -15 | 15% | -2 | -2% | -20% | 7%
CCOC(=O)CCn1cc(F)c(=O)n(Cc2ccccc2)c1=O | -5% | i | 18% | 5 | 2% | -4 | 0% | -22% | 6%
COc1ccccc1N1CCN(C2C(=O)Nc3ccccc3-n3nnnc32)CC1 (stereo not drawn) | 6% | -56%[inhibitor] | 6% | 4 | -18% | -2 | · | ? | -16%
CCOc1ccc(CNC(=O)Cn2c(=O)c3cccn3c3cccnc32)cc1 | · | -1% | 12% | · | 14% | 14 | · | · | 0%
O=C(CN(Cc1ccccc1)S(=O)(=O)c1ccc(S(=O)(=O)N2CCOCC2)cc1)Nc1ccccc1 | 0% | -7% | 17% | -17 | 0% | -5 | 14% | -19% | 23%
Cc1cccc(C(=O)N2CCN(CCNC(=O)C(=O)Nc3ccc(F)cc3)CC2)c1 | 0% | i | 1% | 11 | -15% | -14 | 1% | -1% | 0%
CCCCCOc1ccc(NC(=O)C(=O)NCCC2=CCCCC2)cc1 | -1% | i | -13% | ? | 9% | -11 | -7% | 7% | -10%
CC(=O)c1cc2c(cc1NC(=O)CCNC(=O)c1ccccc1Cl)OCO2 | 9% | i | ? | 3 | -1% | -4 | 7% | 0% | 9%
CN1C(=O)Cc2cc(S(=O)(=O)N3CCN(c4cccc(Cl)c4)CC3)ccc21 | -2% | i | -10% | -11 | 1% | 0 | 0% | 7% | 6%
Cc1nn(Cc2cccc(C(=O)N3N=C(C(F)F)CC3(O)C(F)F)c2)c(C)c1[N+](=O)[O-] (stereo not drawn) | 0% | i | -11% | 10 | 0% | 12 | -6% | 8.2µM* | -2%
COc1ccc(S(=O)(=O)N(Cc2ccc(OC)c(OC)c2)Cc2ccco2)cc1 | 27% | -31%[inhibitor][57.5 µM] | 16% | 6 | ? | 26 | 1% | ? | -10%
C=CCOc1cccc(C2C(C(=O)c3ccc(C)o3)=C(O)C(=O)N2Cc2ccncc2)c1 (stereo not drawn) | -1% | -6%[57.5 µM] | -4% | ? | 6% | 7 | -12% | 18% | 9%
O=C(NCCNc1ccccc1[N+](=O)[O-])c1ccccc1F | 9% | -13% | -5% | -16 | 8% | -6 | 12% | -1% | -3%
COc1ccc(NC(=O)CSc2ccccc2)c([N+](=O)[O-])c1 | 21% | i | 29% | -7 | ? | -5 | 23% | -15% | -1%
CCN(CC)S(=O)(=O)c1cccc(C(=O)NC(C(=O)Nc2nnc(C3CC3)s2)C(C)C)c1 (stereo not drawn) | 0% | -32%[inhibitor] | -5% | 4 | 0% | -5 | 1% | -2% | -6%
O=C1c2c(O)cc(O)cc2O[C@@]12c1c(cc(O)c3c1O[C@H](c1ccc(O)cc1)[C@@H](O)C3)O[C@@H]2c1ccc(O)cc1 | 0% | 5% | ? | -22 | -19% | -18 | -2% | 1% | 8%
O=C(c1cccc(Cl)c1)C1CCCN(Cc2ccc(N3CCNC3=O)cc2)C1 (stereo not drawn) | 2% | -1% | -7%[0.397 µM] | ? | ? | -27 | 22% | ? | -26%
CN(C(=O)c1sc2nc(N3CCCC3)c3c(c2c1N)CC(C)(C)OC3)c1ccccc1 | 20% | i | ? | 8 | ? | -2 | 7% | -9% | -3%
CCN(CC)S(=O)(=O)c1cccc(C(=O)N[C@H](C(=O)NNC(=O)c2ccccc2)C(C)C)c1 | 0% | i | 11% | 22 | ? | 17 | 5% | 8% | -4%
O=c1c2c3c(sc2nc2n1CCCC2)CCCC3 | -13% | -7%[57.5 µM] | 3% | 8 | 9% | 3 | 12% | 0% | -1%
O=C(NCCc1ccc(Cl)cc1)c1cc(S(=O)(=O)N2CCCC2)ccc1F | 3% | -95%[inhibitor] | 24% | -2 | ? | -7 | 3% | ? | 0%
O=C(CSc1nnc(Cc2cccs2)n1-c1ccccc1)Nc1ccc2c(c1)OCCO2 | 17% | i | -4% | 55 | ? | 0 | 1% | 0% | 6%
Cc1nc(NC(=O)COC(=O)C(NC(=O)c2ccco2)C(C)C)c(Cl)cc1Cl (stereo not drawn) | -6% | i | 6% | 21 | 3% | -3 | -2% | 11% | -7%
Cc1ccc(NC(=O)COC(=O)c2cccc(S(=O)(=O)N3CCCCCC3)c2)cc1 | -3% | i | -1% | -17 | -8% | -4 | -3% | 24% | -4%

Single records (already shown):
CN(C)CCCNc1cc(-c2ccccc2)nc2cc(-c3cccc(F)c3)nn12 is listed as aSyn rescue = -9%; PTHR1 ag = 2%; TDP-43 yeast inh = 10%; D3 antag = -11; GLP-1R inv ag = 3.5µM*; DRD3 agonist = -2; GLP1R ag = -3%; KB-V1 MDR tox = ?; GLP1R cytotox = ?
O=c1c2c3c(sc2nc2n1CCCC2)CCCC3 is listed as aSyn rescue = -13%; PTHR1 ag = -7%[57.5 µM]; TDP-43 yeast inh = 3%; D3 antag = 8; GLP-1R inv ag = 9%; DRD3 agonist = 3; GLP1R ag = 12%; KB-V1 MDR tox = 0%; GLP1R cytotox = -1%
